Screens deposited in PubChem by several laboratories.
K1F lysis inhibition – inhibition of K1F phage lysis, E. coli UTI89, bacterial capsule biogenesis inhibitors, alamar blue (AID 488966). 340,000 tested, 0.02% active. E. coli UTI89 K1F phage lysis, alamar blue, 2 h; higher % means a stronger effect. one-dose inhibition, % at 100 µM; IC50 in µM for titrated hits;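 active = phage lysis inhibition, versus mean bacterial control, above a set limit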;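 note: capsule biogenesis inhibitors block K1F phage lysis so surviving cells raise fluorescence; higher fluorescence means more inhibition of phage lysis; actives were called in the ten point dose series up to 300 µM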
Myeloid diff 2 – compounds promoting myeloid differentiation; ER-HoxA9 myeloid progenitors, lysozyme-GFP differentiation, flow cytometry; calls only at 10 µM; 360,000 tested, 1% active; AID 624256;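 active = normalized GFP-positive differentiation at or above the plate's own cutoff, the solvent-only control mean plus 3 SD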;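 note: cells exposed to compound for four days before flow analysis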
Myeloid diff 2 GFP+ MAC1+ % – recorded beside Myeloid diff 2, whose call it bears; GFP+ MAC1+ double positive, %; measured here: differentiation confirmed by MAC1 staining
The depositor's hits bear a star; i = inactive; + = active, no number; [ ] = another dose, or the depositor's remark.

Order of results – Myeloid diff 2	K1F lysis inhibition	Myeloid diff 2 GFP+ MAC1+ %
> COc1cc(OC)cc(C(=O)OCC(=O)NC2CCCCCC2)c1
    i	0.5%[50 µM]	0.2
> COc1cc(/C=N/NC(=O)c2ccccc2NS(=O)(=O)c2cccs2)ccc1O
    i	0.3%[50 µM]	1.0
> COc1ccc(NC(=O)CNc2cc(S(=O)(=O)N3CCOCC3)ccc2N2CCOCC2)c(OC)c1
    i	0.4%[50 µM]	0.7
> COc1ccccc1C(=O)COC(=O)c1cccs1
    i	0.3%	0.8
> NC(=O)c1ccc(NC(=O)COC(=O)c2cc([N+](=O)[O-])ccc2N2CCOCC2)cc1
    i	0.6%[50 µM]	0.7
> Cc1ccc(O)c(N)c1
    i	0.4%	1.6
> COC(=O)[C@]1(Cc2ccccc2)N[C@H](CN(C)C(=O)c2ccccc2)[C@@H]2C(=O)N(Cc3ccccc3)C(=O)[C@@H]21
    i	-0.1%	0.4
> C[C@]12c3[nH]c4ccccc4c3CCN1C(=O)C(CC(=O)NCCc1ccccn1)C[C@@H]2C(=O)N1CCOCC1 (stereo partly specified)
    i	0.1%	1.5
> CC(C)CN(C(=O)C1CCC1)c1c(N)n(Cc2ccccc2)c(=O)[nH]c1=O
    i	1.0%[50 µM]	1.2
> CC(OC(=O)C1=NN(c2ccccc2)C(=O)CC1)C(=O)NC1CCCCC1C (stereo unspecified)
    i	0.7%[50 µM]	1.4

Whole records as entered above. Values in the order: Myeloid diff 2	K1F lysis inhibition	Myeloid diff 2 GFP+ MAC1+ %
`COc1cc(OC)cc(C(=O)OCC(=O)NC2CCCCCC2)c1` is listed as i	0.5%[50 µM]	0.2
`COC(=O)[C@]1(Cc2ccccc2)N[C@H](CN(C)C(=O)c2ccccc2)[C@@H]2C(=O)N(Cc3ccccc3)C(=O)[C@@H]21` is listed as i	-0.1%	0.4
`C[C@]12c3[nH]c4ccccc4c3CCN1C(=O)C(CC(=O)NCCc1ccccn1)C[C@@H]2C(=O)N1CCOCC1` (stereo partly specified) is listed as i	0.1%	1.5
`COc1ccccc1C(=O)COC(=O)c1cccs1` is listed as i	0.3%	0.8
`NC(=O)c1ccc(NC(=O)COC(=O)c2cc([N+](=O)[O-])ccc2N2CCOCC2)cc1` is listed as i	0.6%[50 µM]	0.7

Further structures.
Order of results – Myeloid diff 2	K1F lysis inhibition	Myeloid diff 2 GFP+ MAC1+ %
> COC(=O)CCC(=O)OC1(C)C(=O)C2=CN(Cc3ccc(OC)cc3)C(c3ccc(OC)cc3)=CC2=C(Br)C1=O (stereo unspecified)
    i	-1.0%	4.7
> O=C(CN1CCc2ccccc21)Nc1ccc2c(c1)OCCCO2
    i	1.4%[50 µM]	0.8
> CC(C)(C)N=C1NN=C(c2ccc(S(=O)(=O)N3CCCCC3)cc2)CS1
    i	-1.0%[50 µM]	0.4
> COc1ccc(S(=O)(=O)N2CCN(C(=O)c3ccc4ccccc4n3)CC2)cc1
    i	0.5%[50 µM]	0.3
> CCOC(=O)C1=C(C(=O)OCC)N(CC)CCC1=O
    i	0.0%	0.8
> OCC(CBr)(CBr)CBr
    i	-0.9%	2.2
> CCCCN(C(=O)c1ccc([N+](=O)[O-])o1)c1c(N)n(CC(C)C)c(=O)[nH]c1=O
    i	-2.0%	1.4
> O=C(COC(=O)/C=C/c1ccc(Cl)cc1)Nc1cccc(S(=O)(=O)NC2=NCCCCC2)c1
    i	-0.2%[50 µM]	1.1
> Cc1cccnc1NC(=O)COc1ccc2c(c1)CCC2
    i	-1.4%	0.8
> CCOC(=O)c1c(-c2ccc(-c3ccccc3)cc2)csc1NC(=O)CNCCN(C)C
    i	-0.2%	0.0
> O=C(Nc1ccc(F)c(Cl)c1)C1CCCCC1
    i	7.4%	2.0
> O=C1CN(S(=O)(=O)c2cc(Br)ccc2Br)CCN1
    i	0.1%[50 µM]	0.5
> CCN(CC(=O)Nc1ccc(OC)cc1)C(=O)c1ccccc1Sc1ccccc1C#N
    i	0.6%[50 µM]	0.4
> S=c1[nH]c2cnccc2n1Cc1ccccc1
    i	-0.3%	0.4
> COc1cc(NC(=O)C(C)C)ccc1NC(=O)c1cc2ccccc2o1
    i	0.2%	0.7
> CC(C)N(C(=O)[C@H]1CC(CC(=O)NCCC2=CCCCC2)C(=O)N2CCc3c([nH]c4ccccc34)[C@]12C)C(C)C (stereo partly specified)
    i	0.0%	0.4
> O=C(COC(=O)CN1C(=O)NC2(CCCCC2)C1=O)Nc1cc(F)ccc1F
    i	1.2%[50 µM]	0.9
> O=C(Cc1ccccc1)Nc1ncnc2c1C(c1ccccc1)c1c(ccc3ccccc13)O2 (stereo unspecified)
    i	0.3%	1.4
> CCOc1ccc(/C=N/NC(=O)c2ccccc2Cl)cc1CN1CC2CC(C1)c1cccc(=O)n1C2 (stereo unspecified)
    i	-1.6%	7.2
> CC(=O)Nc1cccc(NC(=O)CSc2n[nH]c(-c3ccccc3)n2)c1
    i	4.0%	0.4
> COc1cccc(OC)c1C(=O)OCC(=O)N(c1ccccc1)C1CCCCC1
    i	-0.3%[50 µM]	1.6
> COc1cccc(N(CC(=O)NCCN2CCOCC2)S(=O)(=O)c2ccccc2)c1
    i	1.5%[50 µM]	0.6
> O=C1C2CCCN2C(=S)N1c1cc(Cl)ccc1Cl (stereo unspecified)
    i	-0.3%	0.5
> Cc1cccc(N2CCN(CC(=O)N(C3CCCC3)C3CCS(=O)(=O)C3)CC2)c1C (stereo unspecified)
    i	0.4%[50 µM]	0.4
> CSCCC(NC(=O)c1ccco1)C(=O)NC1CCC(C)CC1 (stereo unspecified)
    i	0.4%[50 µM]	1.2
> O=C(OCc1ccccc1)N(CCF)c1cn(Cc2ccccc2)c(=O)n(Cc2ccccc2)c1=O
    i	-1.5%	0.4
> CC1CCCC(NC(=O)c2cccc(S(=O)(=O)NCc3ccccc3)c2)C1C (stereo unspecified)
    i	0.1%[50 µM]	0.5
> CN(C(=O)COC(=O)CSc1ccc(C(N)=O)cc1[N+](=O)[O-])C1CCS(=O)(=O)C1 (stereo unspecified)
    i	1.5%[50 µM]	0.3
> CS(=O)(=O)c1ccc(NC(=O)CCN2C(=O)NC3(CCCC3)C2=O)cc1
    i	0.5%[50 µM]	0.4
> CC(OC(=O)CN1C(=O)NC2(CCCCC2C)C1=O)c1ccccc1 (stereo unspecified)
    i	2.1%[50 µM]	1.0
> O=C(NNc1c(F)c(F)cc(F)c1F)C1CCN(S(=O)(=O)c2ccccc2F)CC1
    i	0.0%[50 µM]	0.9
> CC1CCCC(NC(=O)COC(=O)COc2ccc(Br)cc2)C1C (stereo unspecified)
    i	0.3%[50 µM]	0.8
> O=[N+]([O-])c1cccc(-c2noc3c2-c2nc(Cc4cccc5ccccc45)sc2CC3)c1
    i	0.8%	1.6
> Clc1ccc(C=Cc2ccccn2)cc1
    i	-0.5%	0.7
> COc1ccc(C(CC(=O)N2CCN(C)CC2)NC(=O)C(F)(F)F)cc1 (stereo unspecified)
    i	0.2%	0.4
> Cc1ccc(NC(=O)CCC(=O)c2cccs2)nc1
    i	0.7%[50 µM]	0.3
> COc1ccc(OCC(=O)OCC(=O)Nc2cc(S(=O)(=O)N3CCOCC3)ccc2Cl)cc1
    i	-3.4%	2.1
> COc1cc(C(=O)NCC(=O)N2CCN(S(=O)(=O)c3ccccc3)CC2)cc(OC)c1OC
    i	0.2%[50 µM]	0.5
> Cc1ccc(C)c(OCCC(=O)NNC(=O)c2ccncc2)c1
    i	2.0%[50 µM]	1.1
> CC(NS(=O)(=O)c1ccc2ccccc2c1)c1ccccn1 (stereo unspecified)
    i	0.7%[50 µM]	0.9
> CCN(C[C@H]1N[C@@](CC)(C(=O)OC)[C@H]2C(=O)N(Cc3ccccc3)C(=O)[C@@H]12)C(=O)Nc1ccc(OC)cc1
    +	0.1%	1.9*
> C=CCC[C@H](Cc1ccc(F)cc1)C(=O)OC[C@H](Cc1c[nH]c2ccccc12)NC(=O)[C@@H](CC=C)CC(=O)NCCO
    i	-0.1%	1.0
> CCN(CC(=O)Nc1ccccc1OC)C(=O)CSCC(=O)Nc1cccc(C)c1
    i	1.6%[50 µM]	0.2
> Cc1ccc(CNC(=O)c2cccc3c2C(=O)c2ccc(N4CCC(C)CC4)cc2S3(=O)=O)cc1
    i	0.0%	1.2
> O=C(CN1CCN(C(=O)C2CC2)CC1)Nc1ccc(Cl)cc1F
    i	0.9%[50 µM]	1.0
> Cn1c(N)c(C(=O)COC(=O)Cc2ccc(Br)cc2)c(=O)n(C)c1=O
    i	-0.3%	2.7
> COc1ccc(-c2noc(CCC(=O)N3CCN(c4ccccc4Cl)CC3)n2)cc1
    i	-0.1%	0.8
> COC(=O)c1ccc2c(=O)[nH]c(COC(=O)c3c(-c4ccccc4)noc3C)nc2c1
    i	0.8%[50 µM]	0.7
> CN(CC(=O)Nc1ccccc1Cl)C(=O)CSc1nncn1C
    i	1.4%[50 µM]	0.9
> O=C(Nc1cccc(S(=O)(=O)NC2=NCCC2)c1)c1ccc(OC(F)F)cc1
    i	0.3%[50 µM]	1.0

Continued.
Order of results – Myeloid diff 2	K1F lysis inhibition	Myeloid diff 2 GFP+ MAC1+ %
> O=C(NNC(=S)Nc1ccc(Cl)cc1Cl)c1cccnc1
    i	0.5%[50 µM]	0.6
> CCN([C@H](CO)CC(C)C)S(=O)(=O)c1ccccc1
    i	0.4%	0.5
> CCN(CC)S(=O)(=O)c1ccc(N2CCOCC2)c(NC(=O)COc2ccccc2C)c1
    i	0.3%	1.6
> Cn1ncc2c(=O)[nH]c(N)nc21
    i	1.5%	0.5
> Cc1ccc(SCC(=O)OCC(=O)NCc2ccco2)cc1
    i	1.2%[50 µM]	0.7
> Cc1cccc(OCc2ccccc2)n1
    i	-3.4%	1.0
> Cc1cc(OC(C)C(=O)N2C[C@H]3C[C@@H](C2)c2cccc(=O)n2C3)c2c(C)c(C)c(=O)oc2c1 (stereo partly specified)
    i	1.4%	3.3
> CCCN(CC(=O)Nc1ccccc1OC)C(=O)CCC(=O)c1ccc(OCC)cc1
    i	0.4%[50 µM]	0.5
> O=C(NC(=S)NCc1ccccc1Cl)c1cccs1
    i	8.3%	0.9
> c1cncc(CNc2ncnc3ccc(-c4ccc5c(c4)OCCO5)cc23)c1
    i	-0.9%	0.8
> CC1CCC2(CC1)NC(=O)N(CC(=O)N1CCN(c3ccccc3)CC1)C2=O (stereo unspecified)
    i	2.3%[50 µM]	1.1
> COc1ccc(C(CNC(=O)c2ccc(OCc3c(C)noc3C)cc2)N2CCCC2)cc1 (stereo unspecified)
    i	0.8%[50 µM]	0.7
> Oc1[nH]c2ccccc2c1N=Nc1c(F)c(F)c(C(F)(F)F)c(F)c1F
    i	-0.3%	0.4
> COc1ccccc1C(CNC(=O)c1cccc(NS(=O)(=O)c2ccc(C)c(F)c2)c1)N1CCCC1 (stereo unspecified)
    i	0.0%[50 µM]	0.2
> NS(=O)(=O)c1ccc(CNC(=O)c2cc(S(=O)(=O)N3CCOCC3)c(Cl)cc2Cl)cc1
    i	0.1%[50 µM]	0.7
> COc1cc(C(=S)N2CCOCC2)ccc1OC(=O)c1cc(OC)c(OC)c(OC)c1
    i	-0.1%	0.3
> CC(OC(=O)Cn1[nH]c(=O)c2ccccc2c1=O)C(=O)Nc1ccc(F)cc1Cl (stereo unspecified)
    i	0.0%[50 µM]	1.3
> COc1cc(/C=C/C(=O)OCC(=O)NCCC2=CCCCC2)cc(OC)c1OC
    i	-3.6%	0.7
> COc1ccc(SCCN2CC[C@@H](O)CCC2=O)cc1
    i	1.6%	1.5
> COc1ccc(CCN2CC(C(=O)OCC(=O)Nc3c(C)nn(-c4ccccc4)c3C)CC2=O)cc1OC (stereo unspecified)
    i	0.1%[50 µM]	0.6
> CC(C)(C)c1ccc(OCCC(=O)NNC(=O)c2ccncc2)cc1
    i	0.7%[50 µM]	0.5
> CCN(CC(=O)NCc1cccs1)C(=O)/C=C/c1ccc(OC)cc1OC
    i	1.0%[50 µM]	1.3
> CC1(NS(=O)(=O)c2ccc(Cl)s2)CCS(=O)(=O)C1 (stereo unspecified)
    i	-0.3%	1.0
> Cc1nn(CC(=O)OCC(=O)Nc2cccc(S(N)(=O)=O)c2)c(C)c1[N+](=O)[O-]
    i	0.6%[50 µM]	0.3
> COc1ccc(OCC(=O)Nc2cc(S(=O)(=O)N3CCCC3)ccc2Cl)cc1
    i	1.0%[50 µM]	0.9
> COc1ccc(Cl)cc1NC(=O)CN(C)C(=O)C1CC(=O)N(Cc2ccc(C)cc2)C1 (stereo unspecified)
    i	1.3%[50 µM]	0.8
> O=C(Nc1ccc(C(=O)N2CCCCC2)cc1)c1ccccc1
    i	0.0%	1.7
> CCN1CCN(c2ccc(S(=O)(=O)N3CCCCC3)cc2NC(=O)c2cccc(Cl)c2)CC1
    i	0.9%[50 µM]	1.1
> Cc1ncc2c(n1)-c1cc(F)ccc1SC2
    i	0.1%	0.6
> CC(C)C[C@H]1CN([C@@H](Cc2ccc(O)cc2)CN2CCC[C@@H]2CN2C(=O)C(=O)NC[C@@H]2Cc2ccccc2)C(=O)C(=O)N1CC1CCCCC1
    i	0.2%	2.1
> O=C1c2ccccc2NC(c2ccc(-c3cccs3)o2)N1O (stereo unspecified)
    i	-0.4%	0.2
> CC(C)n1cnnc1SCC(=O)NNC(=O)COc1ccc(Cl)cc1
    i	0.8%[50 µM]	0.1
> CCOc1ccc(/C=C/C(=O)OCC(=O)c2ccccc2OC)cc1OC
    i	1.1%[50 µM]	0.8

These rows are one share of the data. The share of hits here may be higher or lower than overall.
